Screens as filed in PubChem.
FBW7 activator – activators of human E3 ligase FBW7. AlphaScreen FBW7–phospho-cyclin E peptide binding, activator screen. normalized activity (activation), % at 26.1 µM. hit rate 0.13% among 650,000; in the data active means normalized activity above about 1.9%;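 further: purified mutant Fbw7 with reduced substrate affinity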
Target sequence (Q969H0 whole entry, looked up): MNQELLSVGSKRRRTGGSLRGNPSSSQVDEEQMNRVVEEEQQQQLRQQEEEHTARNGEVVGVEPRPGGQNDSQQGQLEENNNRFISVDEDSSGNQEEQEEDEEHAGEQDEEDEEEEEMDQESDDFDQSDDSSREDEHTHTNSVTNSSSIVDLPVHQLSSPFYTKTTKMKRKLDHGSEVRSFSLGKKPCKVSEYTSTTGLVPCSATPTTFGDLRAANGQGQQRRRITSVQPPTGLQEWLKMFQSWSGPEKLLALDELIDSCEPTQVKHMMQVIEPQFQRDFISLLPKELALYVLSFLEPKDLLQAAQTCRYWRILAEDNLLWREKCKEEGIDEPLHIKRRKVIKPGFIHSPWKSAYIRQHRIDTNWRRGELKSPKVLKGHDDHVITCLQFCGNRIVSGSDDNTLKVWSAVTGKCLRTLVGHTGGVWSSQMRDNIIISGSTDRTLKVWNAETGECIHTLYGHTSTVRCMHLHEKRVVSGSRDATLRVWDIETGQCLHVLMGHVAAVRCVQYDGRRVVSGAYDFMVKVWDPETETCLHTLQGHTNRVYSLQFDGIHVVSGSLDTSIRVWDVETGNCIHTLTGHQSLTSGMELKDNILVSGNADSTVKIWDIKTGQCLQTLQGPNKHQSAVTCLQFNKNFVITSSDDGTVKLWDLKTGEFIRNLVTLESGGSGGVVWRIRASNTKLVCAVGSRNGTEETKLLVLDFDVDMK
TEAD-YAP block – TEAD-YAP interaction inhibition | HEK-TIYL cells, TEAD-Gal4/YAP UAS-luciferase luminescence | inhibition, % at 9.12 µM | hit rate 1.4% among 640,000 | AID 1259422; in the data active means inhibition above about 32%;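 further: 0% = median of test compound wells and 100% = reference inhibitor wells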
GPR151 activ – activates the human receptor GPR151. PathHunter beta-arrestin GPR151 cells, luminescence. hit rate 1% among 650,000. activation, % at 11.2 µM; in the data active means activation above about 4.9%;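 further: 0% = median of compound wells and 100% = cells with positive control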
Target sequence (Q8TDV0 whole entry, looked up): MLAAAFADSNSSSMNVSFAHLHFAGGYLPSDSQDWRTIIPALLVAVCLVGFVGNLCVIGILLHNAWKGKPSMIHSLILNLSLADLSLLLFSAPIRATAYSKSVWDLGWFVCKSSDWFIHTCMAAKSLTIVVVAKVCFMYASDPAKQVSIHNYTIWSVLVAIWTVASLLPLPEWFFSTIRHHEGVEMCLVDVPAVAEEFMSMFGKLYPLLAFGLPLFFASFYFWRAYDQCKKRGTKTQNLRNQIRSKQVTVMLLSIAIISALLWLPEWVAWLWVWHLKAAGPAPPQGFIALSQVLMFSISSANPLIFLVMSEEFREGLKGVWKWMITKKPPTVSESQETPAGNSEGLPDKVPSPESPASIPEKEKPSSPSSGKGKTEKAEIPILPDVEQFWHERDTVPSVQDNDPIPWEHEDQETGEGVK
MITF primary – blocks human microphthalmia-associated transcription factor | O75030 | AlphaScreen MITF homodimerization, bead proximity signal | inhibition, % at 2.6 µM | hit rate 0.91% among 650,000 | AID 1259374; in the data active means inhibition above about 50%;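 further: 0% = vehicle wells with protein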
Numbers without * were called inactive.

SMILES | FBW7 activator | TEAD-YAP block | GPR151 activ | MITF primary
O=C(Cc1n[nH]c(=O)c2ccccc12)OCC(=O)c1cc(F)ccc1F | 0.1 | 11 | -0.3 | 3
O=C(N/N=C/c1ccc(-c2ccc([N+](=O)[O-])cc2)o1)c1cncc(Br)c1 | -0.1 | 7 | 0.2 | 13
CCOc1ccc(C(=O)N2CCCc3ccccc32)cc1OCC | 0.2 | -12 | 1.3 | 0
CC(=O)Nc1ccc(S(=O)(=O)N(C)S(=O)(=O)c2cccs2)cc1 | 0.0 | -7 | -1.6 | -11
CCCCCC(=O)Nc1ccc(S(=O)(=O)Nc2nccs2)cc1 | -0.1 | 2 | 2.0 | 14
COc1cccc(CN2CCN(C3CCCCC3)C(CCO)C2)c1O (stereo not given) | 0.1 | -4 | -0.6 | -2
COc1ccc(/C=N/N=C2\NC(=O)C(CC(=O)O)S2)cc1OC(=O)c1ccc(C)cc1 (stereo not given) | 0.1 | 2 | 0.9 | 45
COC(=O)c1cccc2c1NC(c1ccc(OC)c([N+](=O)[O-])c1)C1CC=CC21 (stereo not given) | -0.2 | -2 | 2.1 | 2
COCCNc1nc(-c2cccc(COC)c2)ccc1C(=O)NCCNC(C)=O | -0.1 | 5 | 1.5 | 27
Cc1nc2c3ccccc3nc(N3CCc4ccccc4C3)n2n1 | 0.1 | 4 | 0.4 | 7
O=c1c(N2CCN(c3cccc(Cl)c3)CC2)csc2ccc(F)cc12 | -0.1 | 10 | -0.1 | -2
COc1cccc(CC2(CO)CCN(C(=O)Cc3csc(C(C)=O)c3)CC2)c1 | 0.0 | 10 | 0.6 | 13
COc1ccccc1Cn1c(SCc2cccc([N+](=O)[O-])c2)nc2cc(C(=O)N3CCC4(CC3)OCCO4)ccc2c1=O | 0.3 | -6 | 2.0 | -8
N#CC(C#N)=C(N)/C(C#N)=C/c1ccc(-c2cc(Cl)ccc2Cl)o1 | -0.3 | -3 | 0.2 | -1
COc1cccc(CNNC(=O)Cn2c(-c3nonc3N)nc3ccccc32)c1OCc1ccc(Cl)cc1Cl | 0.1 | -5 | -0.6 | 26
O=C(Nc1c(F)cccc1F)N1CCN(Cc2nnnn2-c2ccc(Cl)cc2)CC1 | 0.1 | 12 | 1.4 | 3
COc1ccc(-c2noc(N3CCC(C(=O)Nc4cccc(OC)c4)CC3)n2)cc1 | 0.0 | 5 | 0.7 | 2
COc1ccccc1CC(=O)N1CCC(C2(C)NC(=O)NC2=O)CC1 (stereo not given) | 0.1 | 5 | 0.5 | 3
CCOCC(=O)Nc1nnc(Cc2ccccc2)s1 | 0.5 | -7 | -0.5 | -11
COc1ccc2nc(-c3ccc(OC)c(NC(=O)CC4CCCCC4)c3)cn2n1 | 1.0 | -4 | -0.7 | 13
CCN(CC)CCCNC(=O)C(=O)Nc1nc(C23CC4CC(CC(C4)C2)C3)cs1 | 0.0 | 1 | -0.1 | 0
N#Cc1ccc(NC(=O)c2cc(Br)ccc2Cl)cc1 | 0.2 | -2 | -0.2 | 4
Cc1ccccc1-c1nc(CS(=O)(=O)CC(=O)N2CCOCC2)c(C)o1 | -0.1 | 2 | -1.0 | -11
COc1ccc(/C=C2\SC(=N)N(c3ccc4c(c3)OCO4)C2=O)cc1 | 0.1 | 2 | -1.5 | -3
O=C(Nc1cc(C(F)(F)F)ccc1N1CCCC1)c1cccc([N+](=O)[O-])c1 | -0.1 | -2 | -0.3 | 6

Part of the list above, in markdown.
| compound | FBW7 activator | TEAD-YAP block | GPR151 activ | MITF primary |
| --- | --- | --- | --- | --- |
| CCOc1ccc(C(=O)N2CCCc3ccccc32)cc1OCC | 0.2 | -12 | 1.3 | 0 |
| CC(=O)Nc1ccc(S(=O)(=O)N(C)S(=O)(=O)c2cccs2)cc1 | 0.0 | -7 | -1.6 | -11 |
| CCCCCC(=O)Nc1ccc(S(=O)(=O)Nc2nccs2)cc1 | -0.1 | 2 | 2.0 | 14 |
| COc1cccc(CN2CCN(C3CCCCC3)C(CCO)C2)c1O (stereo not given) | 0.1 | -4 | -0.6 | -2 |
| COc1ccc(/C=N/N=C2\NC(=O)C(CC(=O)O)S2)cc1OC(=O)c1ccc(C)cc1 (stereo not given) | 0.1 | 2 | 0.9 | 45 |
| COC(=O)c1cccc2c1NC(c1ccc(OC)c([N+](=O)[O-])c1)C1CC=CC21 (stereo not given) | -0.2 | -2 | 2.1 | 2 |

(more compounds)
SMILES | FBW7 activator | TEAD-YAP block | GPR151 activ | MITF primary
O=c1cc(CSc2nnc3ccccn23)nc2sccn12 | 0.0 | -6 | -0.2 | -14
CCCC(=O)Nc1nnc(-c2cccc(OCC)c2)s1 | 0.1 | -11 | -0.6 | -1
CC(=O)Nc1ccc(NC(=O)c2ccnc(NCc3ccc4c(c3)OCO4)c2)cc1 | 0.1 | -3 | 0.7 | 18
CCOC(=O)C1=C(C)N(c2ccc(OCC)cc2)C(=O)/C1=C\c1ccccc1F | 0.1 | -1 | 1.3 | -11
CC1=NN(c2ccc(Cl)cc2)C(=O)/C1=C/c1ccc2c(c1)OCO2 | -0.2 | 0 | 0.3 | 7
COC(=O)c1ccccc1S(=O)(=O)C1CCN(C(=O)c2ccc3occc3c2)CC1 | -0.1 | 1 | -0.1 | -8
COc1ccc(C(=O)Nc2cc([N+](=O)[O-])ccc2OC)c(OC)c1 | 0.0 | -3 | -1.6 | 1
COc1ccc(F)cc1S(=O)(=O)N1CCN(c2ccc(Cl)cc2)CC1 | 0.1 | 7 | 2.8 | 7
CCCc1ccc(-c2ccc(C(=O)Oc3ccc4cc(Br)ccc4c3)cc2)nc1 | 0.0 | -3 | -0.1 | -5
CN1CCN(Cc2cnn(-c3ccc(F)cc3)c2)CC1CCO (stereo not given) | 0.0 | -3 | -0.9 | 6
COc1ccc(Cl)cc1NC(=O)C(=O)NC(C)C | -0.2 | -8 | -0.5 | -3
CCC(C)(C)NC(=O)CN(C(=O)c1snc(C(N)=O)c1N)c1cccc(F)c1 | -0.2 | 4 | 0.5 | 1
CCOC(=O)c1ccc(CN(Cc2ccncc2)S(=O)(=O)c2ccc(OC)cc2)cc1 | 0.0 | 26 | 0.1 | -1
COc1ccc(OC)c(C2C(C(=O)Nc3ccccn3)=C(C)Nc3nnnn32)c1 (stereo not given) | -0.1 | -21 | -0.7 | -4
O=C(Nc1cccc(Cl)c1)c1ccco1 | -0.1 | -32 | -0.1 | -1
Cc1ccc(N2C(=O)/C(=C\c3ccc(N(C)C)cc3)S(=O)(=O)C2c2cccc([N+](=O)[O-])c2)cc1C (stereo not given) | 0.0 | 2 | 0.9 | 3
COc1ccc(N(C(=O)Cc2nc(N)n[nH]2)C2(C(=O)Nc3ccccc3)CCCCC2)cc1 | -0.4 | 1 | -0.2 | -1
O=C(NCc1cccc(C(F)(F)F)c1)c1ccnc(NCc2cccnc2)c1 | 0.8 | 10 | 2.7 | -1
CCOC(=O)c1ccc(NC(=O)Nc2nc3c(s2)CC(C)CC3)cc1 (stereo not given) | 0.2 | 0 | -1.7 | 16
COC(=O)c1ccc(CSc2n[nH]c(-c3ccccc3OC)n2)o1 | 0.1 | 2 | 0.0 | 7
N/C(=N\OC(=O)c1cccc(Br)c1)c1cccc([N+](=O)[O-])c1 | 0.1 | 5 | -1.5 | 12
Cc1ccc(Cl)cc1NC(=O)C(=O)NCc1ccncc1 | 0.1 | -2 | 2.2 | 13
Cc1c(Cl)cccc1NC(=S)N1CCN(c2ncccn2)CC1 | 0.1 | 3 | -0.2 | 2
CCOC(=O)C(=Cc1ccc(O)cc1)C(=O)OCC | 0.1 | 10 | -0.3 | 12
Cn1c(=O)c2c(nc(N3CCN(C(=O)Nc4ccc(F)cc4F)CC3)n2C)n(C)c1=O | 0.2 | 3 | -0.4 | -2
(listing goes on)
SMILES | FBW7 activator | TEAD-YAP block | GPR151 activ | MITF primary
Clc1ccc(N2CCCCCC2)nn1 | 0.1 | -4 | -0.4 | -7
CCn1c(=O)cc(N2CCN(c3ccccc3OC)CC2)[nH]c1=O | 0.0 | 11 | -1.1 | 3
O=c1nc2n(c3ccccc13)Cc1cn3ccccc3c1-2 | -0.1 | -35 | -3.3 | 4
COc1ccc(CCNC2CCCN(c3nc(C)c4cc(F)ccc4n3)CC2)cc1OC (stereo not given) | 0.0 | -6 | 1.2 | -9
Cc1ccc(O)c(/C=N/NC(=O)CSc2nc3ccccc3n2C)c1 | -0.2 | -10 | 0.8 | 5
CC12CC(c3ccccc3O1)C(c1nnc(-c3cccc(F)c3)o1)C(=O)N2 (stereo not given) | 0.2 | 10 | -0.1 | 6
CCOC(=O)/C(C#N)=C/Nc1cccc(C(=O)c2ccccc2)c1 | 0.0 | -9 | -0.2 | 8
CN(C)S(=O)(=O)c1ccc(C(=O)Nc2ccc(C(=O)O)cc2)cc1 | 0.4 | 0 | 0.6 | 16
COC(=O)C1C(=O)C2=C(CC1C)NC(=O)CC2c1cccc(OC)c1OC (stereo not given) | 0.1 | 2 | -0.3 | 2
CC(=O)N1CCc2cc(S(=O)(=O)NC(C(=O)Nc3ccc(Cl)cc3)C(C)C)ccc21 (stereo not given) | 0.6 | -13 | -1.1 | -4
O=[N+]([O-])c1ccc(CSc2n[nH]c(-c3ccco3)n2)cc1 | -0.1 | -5 | 0.7 | 2
CC(NC(=S)Nc1cccnc1)C1CC2CCC1C2 (stereo not given) | 0.0 | 0 | 1.8 | 0
Cc1[nH]n(-c2ccccc2)c(=O)c1C=Nc1ccc(S(=O)(=O)N(C)C)cc1 | -0.1 | 0 | -1.0 | 0
O=C(c1cc2cc(Br)ccc2oc1=O)N1CCOCC1 | -0.2 | -9 | 0.7 | 3
COc1ccc(-c2cc(C3CCN(CC(O)C(F)(F)F)CC3)[nH]n2)cc1 (stereo not given) | 0.0 | -4 | -0.4 | 13
CCCC(=O)Nc1ccc(NC(=S)NC(=O)c2ccc(OC)cc2)cc1 | 0.0 | -11 | -1.7 | 8
O=C1CCCN1CCn1cnc2c(NCCOc3ccccc3)nc(-c3ccc(N4CCOCC4)nc3)nc21 | 0.0 | 15 | -0.6 | -9
COc1ccc(-c2oc3ncn4nc(-c5ccc(OC)c(OC)c5)nc4c3c2-c2ccc(OC)cc2)cc1 | 0.4 | 8 | -1.1 | 13
CCNC(=S)NCCc1ccc(S(N)(=O)=O)cc1 | 0.1 | 1 | -0.7 | 10
Cc1ccc(C(=O)N2CCN(c3cccc(C)c3C)CC2)o1 | -0.2 | 2 | 0.1 | 6
CC1(C)CC(=O)C2=C(C1)Nc1ccccc1NC2c1ccccc1OCc1ccccc1 (stereo not given) | -0.3 | 3 | -0.4 | 3
CS(=O)(=O)N(CC(=O)Nc1ccc(F)c(Cl)c1)c1cccc(Br)c1 | 0.0 | 4 | 0.4 | -15
O=C1CCCN1CCCNc1nc(Nc2ccccn2)nc2nc[nH]c12 | -0.1 | -5 | 0.3 | 2
CN(C)c1cccc(Nc2cccc(C(=O)NCCN3CCOCC3)n2)c1 | 0.9 | 5 | 1.9 | 8
Cc1ccc(S(=O)(=O)Oc2cccc(/C=C3\SC(N)=NC3=O)c2)cc1 | -0.1 | 4 | 0.5 | 4

Some of the entries so far, as a markdown table.
| SMILES | FBW7 activator | TEAD-YAP block | GPR151 activ | MITF primary |
| --- | --- | --- | --- | --- |
| Cc1ccc(O)c(/C=N/NC(=O)CSc2nc3ccccc3n2C)c1 | -0.2 | -10 | 0.8 | 5 |
| CC12CC(c3ccccc3O1)C(c1nnc(-c3cccc(F)c3)o1)C(=O)N2 (stereo not given) | 0.2 | 10 | -0.1 | 6 |
| CCOC(=O)/C(C#N)=C/Nc1cccc(C(=O)c2ccccc2)c1 | 0.0 | -9 | -0.2 | 8 |
| CN(C)S(=O)(=O)c1ccc(C(=O)Nc2ccc(C(=O)O)cc2)cc1 | 0.4 | 0 | 0.6 | 16 |

Next part
SMILES | FBW7 activator | TEAD-YAP block | GPR151 activ | MITF primary
CCOC(CNC(=O)c1c[nH]c2ccc(S(=O)(=O)N(C)c3cc(C)ccc3C)cc2c1=O)OCC | 0.3 | 3 | -0.7 | -1
CC(=O)N1c2ccccc2C2=NNC(=S)NC21O (stereo not given) | -0.6 | -8 | -1.0 | 32
CCOc1ccc(C2Oc3c(cccc3OC)C=C2[N+](=O)[O-])cc1OCC (stereo not given) | 0.0 | 21 | -0.5 | 11
CCOC(=O)c1nc2cc3n(c(C)c-2c1C)C(C)C=C3C (stereo not given) | 0.0 | 7 | -0.8 | 2
N#Cc1c(N)c(C(N)=S)n2c1CCC2 | -0.1 | 8 | -1.3 | 23
Cc1nc2cnc(-c3cccc(O)c3)cn2c1NC(=O)c1ccco1 | -0.2 | -2 | 0.9 | -1
CC(=O)c1ccc(OCCCC(=O)NCc2ccccc2F)cc1 | -0.1 | -2 | -0.7 | -3
CCc1ccc(N=c2ssc3c2-c2cc(C)c(C)cc2NC3(C)C)cc1 | -0.2 | 14 | -0.1 | -5
O=S(=O)(NNc1ccc(C(F)(F)F)cn1)c1cc(C(F)(F)F)ccc1Cl | -0.1 | 4 | 0.5 | -12
CCOC(=O)C1=NN(C(C)=O)C(C(=O)c2ccccc2)C1c1ccccc1 (stereo not given) | 0.0 | 1 | -0.3 | 8
Cc1c(C(=O)NCc2ccc(F)cc2)sc2ncn(CC(=O)N3CCCC(C)C3)c(=O)c12 (stereo not given) | 0.7 | -1 | -0.7 | 1
O=C1N[C@@H](COCc2ccccc2)C(=O)N2C[C@@H](NCc3ccsc3)C[C@@H]12 | -0.3 | 8 | 1.2 | 8
Cc1cccc(C)c1N=c1scc(C)n1CCO | -0.1 | 6 | 0.0 | 9
CN(Cc1ccccc1)S(=O)(=O)c1ccc(C(=O)Nc2ccccc2)cc1 | -0.2 | 3 | 0.2 | -11
Cc1ccc(OCC(=O)N/N=C\c2cccc([N+](=O)[O-])c2)c([N+](=O)[O-])c1 | 0.0 | 7 | -0.3 | 8
